Screens deposited in PubChem by several laboratories.
ARFGAP1 inh = inhibits rat ARF GTPase activating protein 1; Q62848; Arfgap1-stimulated ARF1 GTP hydrolysis, GDP FP detection; inhibition, % at 16.5 µM; actives 0.26% (n = 360,000); AID 651572;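 active = inhibition above a per-plate limit, mean inhibition of low control wells plus 3 SD, cut at about 25% in these data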;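 note: 0% = DMSO wells with enzyme and 100% = wells lacking Arfgap1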
Target sequence (Q62848 1-136 limits assumed): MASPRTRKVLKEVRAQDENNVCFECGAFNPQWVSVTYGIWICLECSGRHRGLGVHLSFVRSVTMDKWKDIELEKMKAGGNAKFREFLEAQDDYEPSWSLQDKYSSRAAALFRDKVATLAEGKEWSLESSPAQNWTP
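Replicates: Single well per compound | Assay system: Truncated rat Arfgap1 GAP domain | Control set: No-Arfgap1 wells (100%) versus DMSO full-reaction wells (0%) | Times: Enzyme reaction 120 min at 25 °C after 20 min preincubation | Reagent: Human ARF1(Δ1-17)-GTP substrate | Measured by: Tracer-displacement fluorescence polarization with EDTA stop, 620/688 nm | Measure: Percent inhibition of Arfgap1-stimulated GTP hydrolysis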
KLK7 zymogen act = activates the human kallikrein-7 zymogen; P49862; purified proKLK7, EDANS-DABCYL substrate fluorescence; 100% is mature enzyme control, 0% vehicle; actives 0.9% (n = 370,000); activation, % at 7 µM;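 active = activation above the mean of all tested compounds plus 3 SD, computed per campaign excluding outliers beyond control limits, cut at about 13% in these data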
Target sequence (P49862 whole entry, looked up): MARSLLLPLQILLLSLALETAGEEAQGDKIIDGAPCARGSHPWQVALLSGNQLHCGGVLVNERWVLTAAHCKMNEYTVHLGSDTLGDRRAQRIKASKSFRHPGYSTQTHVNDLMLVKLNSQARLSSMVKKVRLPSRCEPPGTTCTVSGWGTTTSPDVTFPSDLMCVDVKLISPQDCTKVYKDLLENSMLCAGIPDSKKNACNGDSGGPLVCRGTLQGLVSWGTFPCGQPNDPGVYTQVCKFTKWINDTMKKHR
HGIII-sPLA2 inh = Inhibits HGIII-sPLA2 liposome hydrolysis, primary screen; actives 0.56% (n = 370,000); inhibition, % at 12.2 µM; QFRET BODIPY PC-A2 liposome hydrolysis, fluorescence; Q9NZ20; AID 743126;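 active = inhibition above mean plus 3 SD of compounds lying within the high and low control bounds, cut at about 19% in these data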;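 note: 0% = median of test compound wells and 100% = no enzyme DMSO wells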
Target sequence (Q9NZ20 whole entry, looked up): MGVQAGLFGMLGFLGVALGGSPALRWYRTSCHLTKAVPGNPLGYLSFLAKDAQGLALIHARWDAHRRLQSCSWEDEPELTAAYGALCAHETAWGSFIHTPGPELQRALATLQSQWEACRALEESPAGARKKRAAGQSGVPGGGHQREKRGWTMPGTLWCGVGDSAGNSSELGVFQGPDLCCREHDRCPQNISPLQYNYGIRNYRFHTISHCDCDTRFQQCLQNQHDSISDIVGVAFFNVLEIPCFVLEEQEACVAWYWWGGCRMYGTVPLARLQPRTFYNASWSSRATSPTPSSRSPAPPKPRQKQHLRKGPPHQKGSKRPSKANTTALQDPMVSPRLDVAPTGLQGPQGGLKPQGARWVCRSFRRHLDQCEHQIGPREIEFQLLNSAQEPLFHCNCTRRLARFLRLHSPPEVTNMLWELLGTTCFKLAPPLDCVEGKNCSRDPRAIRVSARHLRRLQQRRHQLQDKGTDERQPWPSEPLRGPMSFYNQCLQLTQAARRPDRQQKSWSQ
ADAM10 inh = inhibits human ADAM10; inhibition, % at 7 µM; actives 0.62% (n = 370,000); recombinant ADAM10, EDANS/DABCYL FRET peptide cleavage, 3 h;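 active = inhibition above a per-campaign cutoff equal to the mean of compounds falling between control-based bounds plus 3 SD, cut at about 20% in these data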;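 note: 0% = DMSO wells while the 100% control is not disclosed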
FXN GAA850 act = frataxin GAA850 promoter activation; AID 540364; activation, % at 6 µM; actives 0.56% (n = 360,000); HEK293 lucGAA850 FXN promoter luciferase reporter, 24 h; percent of 10 µM SAHA response;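 active = activation above the average of all compounds screened plus 3 SD, cutoff fixed separately per campaign, cut at about 7.5% in these data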;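 note: 0% = DMSO wells and 100% = 10 µM SAHA wells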
DDE Tn6 FP inh = DD(E)-Tn6 binding inhibition, primary FP screen | Fibrin DD(E) TRITC-Tn6 fluorescence polarization displacement | actives 0.21% (n = 370,000) | inhibition, % at 8.3 µM;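 active = inhibition above a per-campaign cutoff: mean of compounds within control limits plus 3 SD, cut at about 15% in these data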;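 note: 0% = median of all compound wells on the plate and 100% = blocking peptide control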
NPR2 activator = GC-B (human) receptor activation; activation, % at 10 µM; P20594; actives 0.11% (n = 370,000); HEK293-GC-B cells, CNP EC30, cGMP TR-FRET; 0% at EC30 CNP, 100% saturating CNP;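 active = activation at 10 µM reaching about 35% in either raw or pattern-adjusted values, limit read from the data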
rCAG RNA binder = r(CAG) repeat RNA binding. TO-PRO-1 dye displacement fluorescence. AID 651821. inhibition, % at 3 µM. actives 1.3% (n = 370,000);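 active = inhibition above the plate cutoff, the mean of all test compounds on that plate plus 3 SD, cut at about 35% in these data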;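 note: 0% = DMSO alone and 100% = 100 µM mitoxantrone as full dye displacement; higher means more dye released from RNA so lower well fluorescence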
ASAP1 inh = ASAP1 ArfGAP inhibition | Q9ULH1 | ASAP1-stimulated ARF1 GTP hydrolysis, GDP FP detection | inhibition, % at 16.5 µM | actives 0.19% (n = 360,000); in the data active = inhibition above about 25%;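 note: 0% = vehicle with enzyme and substrate and 100% = no enzyme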
GC-A act = GC-A (human) enzyme activation; actives 0.14% (n = 370,000); activation, % at 10 µM; HEK293 GC-A cells, cGMP TR-FRET, EC30 ANP; 0% at EC30 ANP, 100% saturating ANP; in the data active = activation above about 40%
* hit, by the source's call; . = no result given; & = joins results of further samples.

SMILES	ARFGAP1 inh	KLK7 zymogen act	HGIII-sPLA2 inh	ADAM10 inh	FXN GAA850 act	DDE Tn6 FP inh	NPR2 activator	rCAG RNA binder	ASAP1 inh	GC-A act
CCOC(=O)/C=C/C(=O)Nc1ccc(S(=O)(=O)N(C)c2ccccc2)cc1	1	0.8	-30	8	-0.5	-4	1	12	-2	3
CCN(CC)c1ccc(C(=O)N/N=C(\C)c2ccc(OC)c(OC)c2)cc1	9	1.2	16	-23	3.1	-2	-2	-4	6	3
CCOc1ccc(CCN2C(=O)C(=O)N([C@@H](CC(C)C)CN3CCC[C@H]3CN3C(=O)C(=O)NC[C@@H]3CC(C)C)C[C@@H]2CC(C)C)cc1	-1	0.2	-13	4	.	-1	4	2	-14	-1
COc1cc(C)c(CNc2cc(C)cc(C)c2)cc1C	-1	-0.1	6	0	-1.0	3	-3	-5	0	-1
c1cc(-c2nnc3n2CCCCC3)ccn1	-8	-0.1	1	1	-1.3	7	1	1	1	3
CC1CCC(C(C)C)C(OC(=O)Cn2c(-c3ccc(Br)cc3)[n+](C)c3ccccc32)C1 (stereo not drawn)	-2&-5	-0.4&0.1	8&10	5&4	0.1&-3.1	0&-2	-13&-15	16&13	-9&5	-43&-44
O=C(COC(=O)C1CC1)Nc1ccccc1Sc1ccccc1	7	0.5	0	-1	3.0	-7	7	-5	-18	2
c1ccc(C(c2ccccc2)N2CCN(c3nc4ccccc4n4cnnc34)CC2)cc1	-12	0.1	1	1	.	9	-14	0	3	0
COc1ccc(CCNC(=O)Cc2ccc3c(c2)OCO3)cc1OC	-6	-0.7	-1	-1	0.5	-5	-4	-4	17	-1
Cc1ccc(C(=O)C(C)OC(=O)Cc2c[nH]c3ccccc23)cc1 (stereo not drawn)	1	1.0	-76	0	1.0	-4	2	-2	11	3
COc1ccccc1/C=C/C=N/NC(=O)c1cc(-c2ccc(C)o2)[nH]n1	8	-1.9	-31	-25	-0.6	-15	-2	10	17	30
CCOCCn1c(COc2ccc(C)cc2)nc2ccccc21	0	-0.6	-1	-1	5.5	1	-3	-5	1	-3
Cc1ccc(NC(=O)CNc2ccc(OC(C)C)cc2)cc1	2	-0.1	0	4	1.5	-3	4	1	4	-1
COc1ccccc1C(C(=O)NCc1ccccc1)N(C(=O)c1csnn1)C1CC1 (stereo not drawn)	4	-0.4	0	3	0.7	-9	-6	1	5	-7
CC(=O)c1cccc(NC(=O)C2C3C=CC(C4CC34)C2C(=O)O)c1 (stereo not drawn)	0	0.1	-7	2	0.3	0	0	2	3	2
NC(N)=NS(=O)(=O)c1ccc(N)cc1	-2	0.6	-5	-5	-0.8	1	10	0	-1	1
COc1ccc(CC(=O)N/N=C/c2cc([N+](=O)[O-])cc(Br)c2O)cc1	0	0.8	-3	14	-0.5	-1	0	13	7	1
C=C[C@@H]1c2ccccc2N(S(=O)(=O)c2ccc(C)cc2)[C@H](c2ccc(OC(C)=O)cc2)C1(C#N)C#N	6	-0.1	-2	23*	1.5	-11	0	17	4	-2
O=C(O)c1cccc([N+](=O)[O-])c1C(=O)Nc1cccc2ccccc12	11	-13	0	-135	0.3	1	-1	-2	-6	0
COc1ccc(NC(=S)N(CCN(C)C)C(C)c2ccncc2)cc1Cl (stereo not drawn)	-1	-0.4	5	-4	1.6	-9	-3	-2	-3	3
COc1ccc(CNC(=O)c2cncc(Br)c2)cc1	0	-0.5	4	1	1.7	2	-1	-4	1	6
COCCCN1C(=O)C(=O)/C(=C(/O)c2ccc(S(=O)(=O)N3CCCCC3)cc2)C1c1ccc(OC)cc1 (stereo not drawn)	1	-0.2	-7	2	1.7	5	-2	2	-7	3
CC(C)Cn1nc(NC(=O)c2ccco2)c2cc3ccccc3nc21	-2	1.9	-3	-70	-0.5	0	-1	5	5	-1
CN(C)CCOCCOc1ccc(Cl)c2ccccc12	2	0.1	-2	1	0.2	3	-7	-3	5	-6
CN(C)C(=O)CN(c1ccc2c(c1)OCO2)S(C)(=O)=O	6	-0.3	-1	-4	0.2	-8	-1	-1	2	1

An excerpt from above in order of their number in NPR2 activator, low to high:
molecule | ARFGAP1 inh | KLK7 zymogen act | HGIII-sPLA2 inh | ADAM10 inh | DDE Tn6 FP inh | NPR2 activator | ASAP1 inh | GC-A act
COc1ccccc1C(C(=O)NCc1ccccc1)N(C(=O)c1csnn1)C1CC1 (stereo not drawn) | 4 | -0.4 | 0 | 3 | -9 | -6 | 5 | -7
COc1ccc(NC(=S)N(CCN(C)C)C(C)c2ccncc2)cc1Cl (stereo not drawn) | -1 | -0.4 | 5 | -4 | -9 | -3 | -3 | 3
CCN(CC)c1ccc(C(=O)N/N=C(\C)c2ccc(OC)c(OC)c2)cc1 | 9 | 1.2 | 16 | -23 | -2 | -2 | 6 | 3
CC(C)Cn1nc(NC(=O)c2ccco2)c2cc3ccccc3nc21 | -2 | 1.9 | -3 | -70 | 0 | -1 | 5 | -1
Cc1ccc(NC(=O)CNc2ccc(OC(C)C)cc2)cc1 | 2 | -0.1 | 0 | 4 | -3 | 4 | 4 | -1

Back to the main list, repeating the 4 entries before the break.
SMILES	ARFGAP1 inh	KLK7 zymogen act	HGIII-sPLA2 inh	ADAM10 inh	FXN GAA850 act	DDE Tn6 FP inh	NPR2 activator	rCAG RNA binder	ASAP1 inh	GC-A act
COCCCN1C(=O)C(=O)/C(=C(/O)c2ccc(S(=O)(=O)N3CCCCC3)cc2)C1c1ccc(OC)cc1 (stereo not drawn)	1	-0.2	-7	2	1.7	5	-2	2	-7	3
CC(C)Cn1nc(NC(=O)c2ccco2)c2cc3ccccc3nc21	-2	1.9	-3	-70	-0.5	0	-1	5	5	-1
CN(C)CCOCCOc1ccc(Cl)c2ccccc12	2	0.1	-2	1	0.2	3	-7	-3	5	-6
CN(C)C(=O)CN(c1ccc2c(c1)OCO2)S(C)(=O)=O	6	-0.3	-1	-4	0.2	-8	-1	-1	2	1
Cc1ccc([C@@H]2C[C@H]3[C@@H](CN2S(=O)(=O)c2ccc(C)cc2)C(=O)C[C@@H](c2ccc(Cl)cc2)N3S(=O)(=O)c2ccccc2C)cc1	0	0.4	-12	-7	-0.7	-10	3	16	-15	0
CN(C)Cc1csc(NC(=O)Nc2ccccc2C(C)(C)C)n1	-2	0.0	-6	0	0.3	0	5	2	-1	3
O=C(c1cc2ccccn2n1)N1CCN(c2ccccn2)CC1	6	-0.1	9	-9	2.6	3	4	3	-8	-3
CCOC(=O)[C@]12CCCC=C1N(Cc1ccccc1)C(=O)[C@H](CC(=O)NCCc1ccccc1OC)C2	0	0.4	-4	5	.	-5	0	1	7	-1
Cc1ccc(NC(=O)CN2CCN(C(=O)c3ccco3)CC2)cc1	15	-0.4	-2	6	-1.2	-5	-3	1	3	-5
Fc1cccc(CSc2ncnc3c2oc2ccccc23)c1	-1	0.3	8	7	-0.7	-6	-7	1	-4	1
CC(C)(C)Nc1ncnc2sc(-c3ccccc3)cc12	-1	-1.0	-6	-156	1.4	-11	-1	4	6	-6
O=C(NC(=S)Nc1nc(-c2cccc3ccccc23)cs1)c1cc2ccccc2o1	-7	-0.4	-5	-4	0.6	3	2	5	3	-3
Cc1ccc(CNc2nc(NCc3ccccc3)nc3ccsc23)c(C)c1	-9	-0.1	-11	2	-2.6	-4	-3	2	18	-4
CCCC(NC(=O)C(C)NC(=O)CO/N=C1\C=C2CCC3C4CCC(C(C)=O)[C@@]4(C)CCC3[C@@]2(C)CC1)C(=O)O (stereo partly drawn)	-3	0.0	-15	-6	2.9	3	0	13	-2	0
C[C@H](CO)N1C[C@H](C)[C@@H](CN(C)Cc2ccc3c(c2)OCO3)OCc2cnnn2CCCC1=O	-6	0.5	6	-9	-1.2	2	3	-1	-17	0
O=C(O)CCn1ncc2ccccc2c1=O	-3	-0.2	1	7	3.8	5	-3	5	4	2
O=c1c(F)cn(C2CCCO2)c(=O)n1Cc1ccc(Cl)cc1 (stereo not drawn)	2	-0.1	7	0	-2.7	-6	1	0	8	0
O=C(Cn1cc(COc2ccc(Br)cc2)nn1)c1ccc(O)cc1	6	-0.2	-34	-5	1.4	-6	-5	4	-9	18
O=C(CCNS(=O)(=O)c1ccccc1)NNC(=O)C1COc2ccccc2O1 (stereo not drawn)	-4	1.0	-1	-7	1.7	-3	5	0	-2	2
COc1ccc(CN(C)C(=O)Cn2cc(C)c(=O)[nH]c2=O)cc1OC	6	-0.2	-1	1	-0.8	-3	1	3	-2	2
CCNC(=O)N(C)[C@H]1C[C@@H](c2ccccc2)N(C(C)=O)C[C@H]1CO	5	0.6	-3	-11	.	1	5	1	-3	2
N#Cc1ccc(COC(=O)Cn2nnc(-c3ccccc3)n2)cc1	3	0.3	-5	-4	1.2	0	-2	-5	12	16
Cc1oc(C(C)(C)C)cc1C(=O)NC1CCN(Cc2ccccc2)CC1	-9	0.2	-12	-6	2.5	6	2	-11	-1	-2
CCC(C)N(CCNC(=O)c1ccc(NC2=NC3CS(=O)(=O)CC3S2)cc1)Cc1ccco1 (stereo not drawn)	0	0.8	11	7	2.0	3	-1	8	-14	-3
COc1ccc(OC(C)C(=O)N(C)Cc2nc(-c3cccc(C)c3)no2)cc1 (stereo not drawn)	4	0.5	-8	0	0.8	-2	-2	11	-14	4
O=C(NCc1ccccc1)C1CCN(S(=O)(=O)c2ccc(Cl)cc2)CC1	7	-0.2	-1	-1	0.1	-2	-3	-2	-6	3
COc1ccc(S(=O)(=O)Nc2ccccc2C(=O)N2CCCC2)cc1C	0	-0.4	0	3	-0.8	0	3	0	5	-5
COc1ccc(-c2cc(C(=O)Nc3cc(S(=O)(=O)N4CCOCC4)ccc3N3CCOCC3)c3ccccc3n2)cc1	-7	-19	-6	-32	-5.9	2	2	7	6	0
O=C(CCc1ccccc1)Nc1cc2c3c(c1)CCC(=O)N3CCC2	-3	-0.1	-2	-7	-2.2	1	0	42*	3	-4
Clc1ccc(OCCCn2cncn2)cc1Cl	-7	0.2	-1	-5	-0.5	-5	1	-4	5	4
COc1ccc(N2CCN(C(=O)COc3ccc4ccccc4c3)CC2)cc1	8	-0.1	-6	0	-0.4	6	-17	3	3	-7
O=C(N/N=C/c1cccc(NC(=O)c2ccc(Cl)cc2)c1)c1ccc(O)cc1	-6	0.2	-23	18	3.5	-13	2	16	0	-5
Cc1nc(CN2CCCCC2)cc(=O)[nH]1	11	0.6	0	-2	2.1	7	4	2	-8	0
